BAZ2B inh: blocks human BAZ2B. AlphaScreen BAZ2B-H3K14Ac peptide displacement. Q9UIF8. hit rate 4.4% among 360,000. Potency, µM (doses to about 114 µM), without a hit: at the top dose activity change, negative = inhibition, usual class: inhibitors; note: potency is the fitted concentration of half-maximal effect; % is set by controls: 0 for no effect and ±100 for the full control effect; nearly all actives have a fitted effect of over 60% in size
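Multi-concentration screen (max 110 uM) measuring displacement of acetylated histone H3 peptide from BAZ2B by AlphaScreen, using 50 nM protein, 50 nM peptide and 10 ug/mL streptavidin donor plus Ni-chelate acceptor beads.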
ERG Ets-DNA blk: ERG Ets/DNA interaction inhibition; fluorescence polarization, His-ERG Ets domain / labelled DNA; AID 624246; hit rate 0.028% among 370,000; Potency, µM (top dose mostly 76.9 µM), for the others: at the highest dose FP activity, negative = inhibition, most hits filed as inhibitors; active = well fitted inhibition curve with a large enough effect in the polarisation, with a control signal flat; inconclusive = small, poorly fitted or top-dose-only effect, or effect the other way, or a change in a side signal; inactive = no such curve, though single readings can be large or run the other way; the % refers to the polarisation;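 note: polarization taken with two DNA probes labelled with fluorescein and Texas red; potency is the fitted concentration of half-maximal effect; % of control where 0% means no effect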
Target sequence (P11308 whole entry, looked up, the tested form may be a part): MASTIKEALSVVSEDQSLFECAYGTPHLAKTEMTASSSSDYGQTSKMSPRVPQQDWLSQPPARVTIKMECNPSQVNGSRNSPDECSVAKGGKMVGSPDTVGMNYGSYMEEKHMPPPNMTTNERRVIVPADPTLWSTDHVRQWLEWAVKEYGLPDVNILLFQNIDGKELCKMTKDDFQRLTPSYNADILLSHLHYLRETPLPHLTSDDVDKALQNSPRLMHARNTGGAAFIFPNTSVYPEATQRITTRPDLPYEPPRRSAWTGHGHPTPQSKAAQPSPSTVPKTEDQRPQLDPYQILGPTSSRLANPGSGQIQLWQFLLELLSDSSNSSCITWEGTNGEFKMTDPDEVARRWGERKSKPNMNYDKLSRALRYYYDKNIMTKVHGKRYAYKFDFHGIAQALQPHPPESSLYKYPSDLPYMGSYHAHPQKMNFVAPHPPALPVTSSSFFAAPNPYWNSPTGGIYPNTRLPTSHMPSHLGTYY
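His-tagged ERG Ets domain (1 uM in the protein solution; 300mM KCl, 50mM Tris-HCl, 1mM EDTA, 1mM DTT, pH 7.5) received compound, then a probe mix of 5 nM fluorescein-DNA and 100nM Texas-615-DNA. Fluorescence polarization was read for both dyes.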
GLS inh: glutaminase GLS (human) inhibition; Potency, µM (highest dose often 45.5 µM), without a hit: top-dose activity change, negative = inhibition, hits mostly inhibitors; O94925; hit rate 0.21% among 410,000; GLS enzymatic activity, qHTS titration; AID 624170; note: potency is the fitted concentration of half-maximal effect; % is set by controls: 0 for no effect and ±100 for the full control effect
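hKGA; 45 mM KH2PO4 pH 8.2 + 0.02% Tween-20; cpd via pin tool; 1 mM Gln soln; GluOx/HRP/Amplex Red; RT 30 min; fluor. t0 & final.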
HP1b chromo inh: HP1-beta chromodomain-methylated histone interaction inhibition. AlphaScreen HP1-beta / biotin-H3K9me3 peptide binding. Potency, µM (titrated, usually from 114 µM), for inactives: top-dose activity change, negative = inhibition, usual class: inhibitors. hit rate 0.56% among 390,000. AID 540317; note: potency is the fitted concentration of half-maximal effect; nearly all actives have a fitted effect of over 70% in size; inactives centre near 23
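Compound inhibition of the preformed complex between 50 nM HP1-beta and 50 nM biotinylated H3K9me3 peptide was read by AlphaScreen. Buffer was PBS pH 7.4 with 0.01% Tween-20. Incubations ran 30 min at room temperature, with 10 ug/mL donor/acceptor beads.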
JMJD2A Tudor: blocks the human JMJD2A Tudor domain; O75164; AlphaScreen JMJD2A-Tudor / H3K4me3 peptide binding; Potency, µM (series often up to 114 µM), inactives show top-dose activity change, negative = inhibition, actives largely listed as inhibitors; hit rate 4.4% among 390,000; note: potency is the fitted concentration of half-maximal effect; % is set by controls: 0 for no effect and ±100 for the full control effect; nearly all actives have a fitted effect of over 50% in size
Pin1 inh: inhibitors of human Pin1; Pin1 FP peptide displacement, HiFluor488, 10 min; Potency, µM (highest dose often 115 µM), inactives show at the top dose activity, negative = inhibition, usual class: inhibitors; hit rate 0.009% among 390,000; AID 504891; active = well fitted inhibition curve with a large enough effect in the polarisation, with a control signal flat, not every such curve was filed as active; inconclusive = small, poorly fitted or top-dose-only effect, or effect the other way, or a change in a side signal; inactive = no such curve, though single readings can be large or run the other way; the % refers to the polarisation; note: potency is the fitted concentration of half-maximal effect; % is set by controls: 0 for no effect and ±100 for the full control effect
G9a block: G9a (human) methyltransferase inhibition | Q96KQ7 | G9a H3K9 monomethylation, AlphaScreen, 2 h | Potency, µM (doses to about 102 µM), for inactives: at the highest dose activity, negative = inhibition, usual class: inhibitors | hit rate 8.8% among 350,000 | AID 504332; note: potency is the fitted concentration of half-maximal effect; % is set by controls: 0 for no effect and ±100 for the full control effect; nearly all actives have a fitted effect of over 75% in size
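Compounds were preincubated with 20 nM G9a for 15 min, after which biotinylated H3K9 peptide (500 nM) and SAM (20 uM) started a 2 h room-temperature reaction. Monomethylated product was quantified by antibody-based AlphaScreen chemiluminescence.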
PI4K2A inh: inhibitors of human PI4K2A | Q9BTU6 | purified PI4K2A, ADP-Glo luminescence, 1 h; active compounds read low | activity change, negative = inhibition, % at 76.9 µM | hit rate 0.13% among 420,000 | AID 1346378; in the data active = activity change below about -50%; inconclusive = mostly about -30% to -49%;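 note: -100% = wells without enzyme as full effect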
Target sequence (Q9BTU6 whole entry, looked up): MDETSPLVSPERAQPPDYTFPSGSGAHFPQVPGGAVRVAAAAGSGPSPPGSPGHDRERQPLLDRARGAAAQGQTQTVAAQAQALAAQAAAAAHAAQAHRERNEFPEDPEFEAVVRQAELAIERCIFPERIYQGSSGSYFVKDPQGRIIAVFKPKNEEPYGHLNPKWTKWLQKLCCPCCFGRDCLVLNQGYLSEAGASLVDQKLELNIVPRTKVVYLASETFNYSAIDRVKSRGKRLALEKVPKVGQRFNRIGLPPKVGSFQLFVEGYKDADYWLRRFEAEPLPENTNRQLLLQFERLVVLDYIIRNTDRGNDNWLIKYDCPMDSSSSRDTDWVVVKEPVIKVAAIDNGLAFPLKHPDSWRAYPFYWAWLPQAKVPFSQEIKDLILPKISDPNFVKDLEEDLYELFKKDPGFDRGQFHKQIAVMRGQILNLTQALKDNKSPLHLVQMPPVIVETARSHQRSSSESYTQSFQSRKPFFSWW
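ADP-Glo luminescence measured ADP generated by PI4K2A enzyme (4 ug/mL before mixing) with 1.2 mM PI substrate (pre-mix) and 300 microM ATP (pre-mix). Tris pH7.5 buffer with MgCl2, Triton X-100; 1 h reaction at ambient temperature.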
Tb PGK inh: inhibitors of T. brucei phosphoglycerate kinase. PGK/GAPDH coupled, Kinase-Glo luminescence, 60 min. Potency, µM (top dose mostly 57.5 µM), inactives show at the top dose activity change, negative = inhibition, most hits filed as inhibitors. hit rate 0.043% among 380,000. AID 602233; note: potency is the fitted concentration of half-maximal effect; % is set by controls: 0 for no effect and ±100 for the full control effect; nearly all actives have a fitted effect of over 60% in size
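Luminescent ATP detection (Kinase-Glo Plus) follows a 60-minute room-temperature incubation, with wells lacking PGK as controls. Buffer: 100 mM TEA (pH 7.6), 5 mM MgCl2, 0.01% Tween-20. Coupling enzyme GAPDH (100 nM final) supplies unstable 1,3-BPG in-well.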
* = called active by the depositor; i = inactive; ? = inconclusive; . = no result given; [ ] = remark or other dose. Unless noted, calls come from the whole dose curve; as a rule, active = well fitted curve in the direction sought with a large enough effect; inconclusive = small, poorly fitted or top-dose-only effect, or another doubt; inactive = no such curve, though single readings can be large; an effect the other way counts as inactive or inconclusive.

item	BAZ2B inh	ERG Ets-DNA blk	GLS inh	HP1b chromo inh	JMJD2A Tudor	Pin1 inh	G9a block	PI4K2A inh	Tb PGK inh	smiles
1	-22%	-5%	2%	9%	-25%	-6%	50µM*	1	-9%	O=C(CC1C(=O)NCCN1Cc1cccc(Oc2ccccc2)c1)NCCCn1cccn1 (stereo unspecified)
2	-15%	-6%	-16%	47%[activator]	-14%	-5%	-4%	0	i	COc1ccc(S(=O)(=O)NC(CCSC)C(=O)NC2CCCCC2)cc1 (stereo unspecified)
3	-16%	-5%	-7%	24%	-11%	6%	-5%[59 µM]	-1	i	COc1ccc(CCNC(=O)c2cc3cccc4c3n2CC(C)S4)c(OC)c1OC (stereo unspecified)
4	-10%	1%	16%	19%[57 µM]	-21%	-9%	1%[59 µM]	0	-5%	Cc1ccc(CNC(=O)CN2C(=O)C3CCCCN3c3ccc(C(=O)N4CCCC4)cc32)cc1 (stereo unspecified)
5	-2%	2%	15%	21%	-23%	11%	12%[59 µM]	2	-5%	CN1C[C@@H]2C(c3ccc(Cl)nc3)C3(c4cccnc4)CC2(C3)[C@H]1c1ccccc1 (stereo partly specified)
6	.	1%	8%	36%[activator]	51%[activator]	0%	22%	-1	0%	CCN(C(=O)COC(=O)c1cc(-c2ccccc2)nc2ccc(Br)cc12)C1CCS(=O)(=O)C1 (stereo unspecified)
7	50µM*	-8%	25%	?	40µM*	?	?	-8	-11%	C=CCn1c(C)cc(-c2csc(N)n2)c1C
8	4%	1%	4%	9%	-22%	0%	-7%	4	5%	Cc1ccc(NC(=O)CS(=O)CC(=O)Nc2ccc3c(c2)OCO3)cc1Cl (stereo unspecified)

Entries by screen from the entries so far.
Compounds 1–8 in GLS inh read 2%, -16%, -7%, 16%, 15%, 8%, 25%, 4%

Additional entries follow.
item	BAZ2B inh	ERG Ets-DNA blk	GLS inh	HP1b chromo inh	JMJD2A Tudor	Pin1 inh	G9a block	PI4K2A inh	Tb PGK inh	smiles
9	-1%	9%	0%	25%	-9%	1%	-5%	0	2%	Clc1ccccc1Cn1nnc2c(N3CCCC3)ncnc21
10	4%	-10%	3%	23%	-6%	0%	-2%	-2	-5%	CSCCC(NC(=O)C12CC3CC(CC(C3)C1)C2)C(=O)OCC(=O)c1ccccc1 (stereo unspecified)
11	-4%	-8%	-5%	36%	-17%	0%	-6%[59 µM]	0	i	COCc1c(C(=O)OCC(=O)N2CCCC2=O)oc2ccccc12
12	-8%	27%	-11%	25%	-20%	-9%	3%	4	-3%	O=C(CCC(=O)N1CCN(C(=O)c2ccco2)CC1)c1ccc(F)cc1
13	-2%	2%	0%	44%[activator]	-4%	-7%	-48%	-3	2%	CCC1(C)C(Nc2c(C)cccc2C)=NC(=S)N1c1ccc(NC(C)=O)cc1 (stereo unspecified)
14	.	-6%	0%	42%[activator]	-20%	-1%	.	7	-3%	CCCCC[C@@H](O)c1cc2ccccc2c(=O)o1
15	-1%	0%	-24%	13%	-17%	4%	2%[59 µM]	2	12%	COc1ccc(/C=C(\C#N)c2nc(-c3cc4c(ccc5ccccc54)oc3=O)cs2)cc1O
16	1%	-7%	2%	58%[activator]	13%	2%	-5%	2	-9%	COc1cc(CCC(=O)OCC(=O)Nc2ccccc2OC(F)F)cc(OC)c1OC
17	.	6%	-4%	77%[activator]	-2%	-13%	.	-4	-1%	C[C@H](CO)N1C[C@H](C)[C@@H](CN(C)S(C)(=O)=O)Oc2c(NC(=O)Cc3ccccc3)cccc2C1=O
18	.	-1%	5%	18%	-18%	-1%	.	-1	-11%	O=C(Cc1ccc(NC(=O)C2CCCN(C(=O)C3CCCCC3)C2)cc1)Nc1ccc(C(=O)N2CCOCC2)cc1 (stereo unspecified)
19	-34%	-2%	1%	43%[activator]	-3%	-8%	?	3	8%	CCCc1[nH]n(-c2ccc([N+](=O)[O-])cc2)c(=O)c1C=NCCc1ccc(OC)c(OC)c1
20	?	5%	-3%	?	-29%	0%	40µM*	2	0%	CCCc1ccc(-c2c(C)sc(N)c2C#N)cc1
21	.	.	-1%	39%	-5%	0%	.	1	-6%	NC(=O)c1ccccc1Nc1nc(NCCO)nc(N2CCCC2)n1
22	-11%	0%	15%	0%	-4%	3%	21%[0.501 µM]	5	9%	COC(=O)c1cccc(NC(=O)/C=C/c2cccc([N+](=O)[O-])c2)c1
23	1%	-3%	-9%	31%	-6%	3%	-10%	11	-3%	O=c1[nH]c2cc(S(=O)(=O)CCO)ccc2o1
24	.	5%	-15%	?	?	1%	1µM*	-7	-13%	N#CC1=C2SCN(Cc3ccco3)CN2C(=O)CC1c1ccc(Cl)cc1 (stereo unspecified)
25	-6%	-6%	4%	0%	-11%	-3%	.	1	4%	CC(C)(CO)CNC(=O)CCc1nnc(Cc2ccc(-c3ccccc3)cc2)o1
26	-33%	13%	4%	-1%	-17%	-15%	-41%[59 µM]	83	-6%	Cc1ccc(C(c2sc3nc(-c4ccco4)nn3c2O)N2CCCCC2)cc1 (stereo unspecified)
27	-11%	3%	-1%	22%	-9%	-7%	0%[59 µM]	0	-6%	CCOC(=O)c1c(C)[nH]c(C)c1S(=O)(=O)N(C)CC(=O)Nc1ccc(C)cc1C
28	-3%	3%	7%	36%	-27%	18%	1%	0	0%	CCn1cc(S(=O)(=O)Nc2ccc(C)c(Cl)c2)cn1
29	1%	3%	-11%	30%	-6%	3%	2%	2	-6%	Cc1ccc(S(=O)(=O)N2CCC(=O)N(C(COCc3cccc(Cl)c3)C(C)C)CC2)cc1 (stereo unspecified)
30	-23%	-3%	4%	22%	-18%	3%	-21%[59 µM]	4	10%	Cc1cccc(NC(=O)c2ccccc2OCC(=O)N2CCOCC2)c1C
31	-1%	-8%	28%	20%	10%	9%	?	2	-9%	Cc1c(N(C(=O)Nc2ccccc2)C2=NCC(C)S2)c(=O)n(-c2ccccc2)n1C (stereo unspecified)
32	5%	-2%	24%	38%	-4%	6%	-9%	1	-5%	CN(Cc1ccccc1C#N)S(=O)(=O)c1cccs1
33	-17%	0%	-5%	25%	-16%	6%	26%[59 µM]	2	-4%	O=c1cc(-c2cccnc2)oc2c1ccc1ccccc12
34	-9%	1%	-5%	48%[activator]	-12%	1%	?	2	-9%	CCCC1=C(C(=O)OCC)C(c2cccs2)C(C#N)=C(N)O1 (stereo unspecified)
35	-5%	-3%	6%	27%	8%	5%	14%[12.7 µM]	4	2%	O=C(CC12CC3CC(CC(C3)C1)C2)N1CCOCC1
36	-7%	-5%	31%[activator]	12%	-17%	-2%	2.2µM*	-6	i	CCN(CCCNC(=O)CNC(=O)Cn1cnc2ccccc2c1=O)c1ccccc1
37	-3%	-2%	12%	26%	-8%	?	12%	-1	-1%	Cc1cc(-c2nc3ccccc3o2)c2ccccc2n1
38	-23%	0%	-12%	17%	-8%	-7%	2%	?	?	COc1cccc(C(=O)Nc2cccc(OCC(=O)O)c2)c1
39	?	-5%	27%	-32%	63µM*	1%	?	-3	-12%	O=C(CCN1CCN(C(c2ccccc2)c2ccccc2)CC1)N/N=C/c1ccc(O)cc1O

Gathered by group, those above with a halogen (9)
item	BAZ2B inh	ERG Ets-DNA blk	GLS inh	HP1b chromo inh	JMJD2A Tudor	Pin1 inh	G9a block	PI4K2A inh	Tb PGK inh	smiles
5	-2%	2%	15%	21%	-23%	11%	12%[59 µM]	2	-5%	CN1C[C@@H]2C(c3ccc(Cl)nc3)C3(c4cccnc4)CC2(C3)[C@H]1c1ccccc1 (stereo partly specified)
6	.	1%	8%	36%[activator]	51%[activator]	0%	22%	-1	0%	CCN(C(=O)COC(=O)c1cc(-c2ccccc2)nc2ccc(Br)cc12)C1CCS(=O)(=O)C1 (stereo unspecified)
8	4%	1%	4%	9%	-22%	0%	-7%	4	5%	Cc1ccc(NC(=O)CS(=O)CC(=O)Nc2ccc3c(c2)OCO3)cc1Cl (stereo unspecified)
9	-1%	9%	0%	25%	-9%	1%	-5%	0	2%	Clc1ccccc1Cn1nnc2c(N3CCCC3)ncnc21
12	-8%	27%	-11%	25%	-20%	-9%	3%	4	-3%	O=C(CCC(=O)N1CCN(C(=O)c2ccco2)CC1)c1ccc(F)cc1
16	1%	-7%	2%	58%[activator]	13%	2%	-5%	2	-9%	COc1cc(CCC(=O)OCC(=O)Nc2ccccc2OC(F)F)cc(OC)c1OC
24	.	5%	-15%	?	?	1%	1µM*	-7	-13%	N#CC1=C2SCN(Cc3ccco3)CN2C(=O)CC1c1ccc(Cl)cc1 (stereo unspecified)
28	-3%	3%	7%	36%	-27%	18%	1%	0	0%	CCn1cc(S(=O)(=O)Nc2ccc(C)c(Cl)c2)cn1
29	1%	3%	-11%	30%	-6%	3%	2%	2	-6%	Cc1ccc(S(=O)(=O)N2CCC(=O)N(C(COCc3cccc(Cl)c3)C(C)C)CC2)cc1 (stereo unspecified)

Assay outcomes as filed in PubChem BioAssay.
